# FLuc modulator = qHTS profiling assay for firefly luciferase inhibitor/activator using purifed enzyme and Km concentrations of substrates (counterscreen for miR-21 project); Luciferin 4-monooxygenase (Photinus pyralis), P08659; purified FLuc, Km substrates, luminescence inhibition; Potency, µM (doses to about 57.5 µM), for the others: at the top dose activity change, negative = inhibition, most hits filed as inhibitors; 6.9% of 360,000 active; AID 588342, 2011; active means well fitted inhibition curve with a large enough effect; inconclusive means small, poorly fitted or top-dose-only effect;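 further: plate controls were vehicle for no effect and reference inhibitor for full effect; nearly all actives have a fitted effect of over 55% in size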
# Target sequence (P08659 whole entry, looked up): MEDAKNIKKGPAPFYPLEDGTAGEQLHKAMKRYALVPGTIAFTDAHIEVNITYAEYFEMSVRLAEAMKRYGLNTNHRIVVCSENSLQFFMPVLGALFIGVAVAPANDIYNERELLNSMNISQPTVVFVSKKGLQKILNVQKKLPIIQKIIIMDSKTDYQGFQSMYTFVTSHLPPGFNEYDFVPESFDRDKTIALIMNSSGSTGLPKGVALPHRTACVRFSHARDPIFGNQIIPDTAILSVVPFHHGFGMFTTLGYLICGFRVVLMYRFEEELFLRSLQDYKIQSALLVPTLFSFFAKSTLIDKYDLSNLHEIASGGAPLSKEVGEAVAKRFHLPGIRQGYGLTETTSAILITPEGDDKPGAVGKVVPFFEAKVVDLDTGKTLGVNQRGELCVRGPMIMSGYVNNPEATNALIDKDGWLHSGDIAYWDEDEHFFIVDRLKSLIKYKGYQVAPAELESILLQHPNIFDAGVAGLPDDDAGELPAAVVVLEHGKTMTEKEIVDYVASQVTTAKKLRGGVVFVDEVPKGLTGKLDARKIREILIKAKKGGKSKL
#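 Biochemical qHTS of compounds, final roughly 60 µM downward over six points, against 10 nM purified firefly luciferase using Km concentrations of substrates (10 uM D-luciferin, 10 uM ATP) in Tris acetate pH 7.5 buffer; luminescence output.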
# An asterisk follows results filed as active; u = inconclusive. Potency means the concentration at half of the fitted maximal effect. This is a subset (hit frequency here may not be typical).
SMILES,FLuc modulator
CCCN(CCC)C(=O)Cn1c(=O)n(-c2ccc(CC)cc2)c(=O)c2ccc(C(=O)NCCc3ccccc3)cc21,0%
CCOc1ccc(CNC(=O)c2ccc(Sc3ccc(C)cc3)c(N)c2)cc1OC,-19%
CC(=O)c1ccc(NC(=O)CSC2=Nc3ccccc3N=C(c3ccc(F)cc3)C2)cc1,-2%
COc1ccc(OC)c(Nc2ncnc3c2cnn3-c2cccc(Cl)c2)c1,0%
CCN(CC)c1ccc(NS(=O)(=O)c2ccc(-c3coc(C)n3)cc2)c(C)c1,u
O=C(NCCn1cc(SCc2ccc(Br)cc2)c2ccccc21)c1cccs1,4%
CCOc1ccc(-c2nnc(SCC(=O)NC3CCCCC3)nc2-c2ccc(OCC)c(OC)c2)cc1OC,3%
Fc1ccc(-c2noc3ncnc(NC4CCCCC4)c23)cc1,u
O=C(Nc1cc(F)ccc1F)c1ccc2c(c1)nnn2C1CCCC1,u
Cc1cc(N(CCO)Cc2ccccc2)n2nc(-c3ccc(C(C)(C)C)cc3)nc2n1,u
Cc1ccccc1Nc1nn2c(=O)c3ccc(C(=O)NCCc4ccc(Cl)cc4)cc3nc2s1,-9%
CCOc1ccccc1-c1noc(CSc2nnc(-c3ccccc3)n2-c2ccc(F)cc2)n1,0%

# Some of the entries above in another layout:
O=C(Nc1cc(F)ccc1F)c1ccc2c(c1)nnn2C1CCCC1
  FLuc modulator = u
Cc1cc(N(CCO)Cc2ccccc2)n2nc(-c3ccc(C(C)(C)C)cc3)nc2n1
  FLuc modulator = u
Cc1ccccc1Nc1nn2c(=O)c3ccc(C(=O)NCCc4ccc(Cl)cc4)cc3nc2s1
  FLuc modulator = -9%
CCOc1ccccc1-c1noc(CSc2nnc(-c3ccccc3)n2-c2ccc(F)cc2)n1
  FLuc modulator = 0%

# Later entries:
SMILES,FLuc modulator
COCCCNC(=O)Nc1cc(C(=O)NCc2ccc(OC)cc2)ccc1N1CCCC1,-4%
CC1=C(c2ccc(C)c(C)c2)S(=O)(=O)N=C1N1CCC(C(=O)NCc2ccc(N(C)C)cc2)CC1,-9%
CCCN(C(=O)c1cc2c(=O)oc3ccc(C)cc3c2s1)c1ccc(OCC)cc1,0%
COc1ccc(CCNc2ncnc3c2nnn3C)cc1OC,-2%
COc1ccc(C2C=C(c3ccccc3)Nc3nc(NC(=O)c4ccc(C)cc4)nn32)cc1 (centres undefined),-13%
CCCCOc1ccc(OC(=O)c2sc3ncn(Cc4cccc(F)c4)c(=O)c3c2C)cc1,2%
N#C/C(=C/c1cn(Cc2ccc(F)cc2)c2ccccc12)C(=O)Nc1cccc(Cl)c1,0%
Cc1ccc(S(=O)(=O)c2nnn3c2nc(N2CCN(c4cccc(C)c4C)CC2)c2ccccc23)cc1C,-1%
CC1=C(C(=O)N2CCN(c3ccccc3)CC2)C2(CCCCC2)OC1=O,1%
Cc1ccc(NC(=O)CSc2nnc(C)c(=O)[nH]2)cc1,-15%
Cc1ccc(C)c(NC(=O)N2CCN(C(=O)c3nsc4ccccc34)CC2)c1,0%
Cc1ccc(CNc2ncnc3onc(C)c23)cc1,-1%
CCCNC(=O)CSc1nc(-c2ccc(OC)cc2)cc(C(F)(F)F)n1,-1%
CC(C)C(=O)Nc1cccc(C(=O)Nc2nnc(CC(C)(C)C)s2)c1,u
Cc1cc2c(cc1S(=O)(=O)CCC(=O)N1CCN(c3ccccc3)CC1)OCC(=O)N2,-12%
COc1ccc(-c2cc(C(=O)NCc3ccccc3)c3c(-c4ccccc4)[nH]nc3n2)cc1,-7%
Fc1cccc(-c2nnn3c2nc(NC2CCCCC2)c2ccccc23)c1,-17%
O=C(CCc1ccccc1)N(Cc1cccnc1)c1nc2c(F)cc(F)cc2s1,-11%
Cc1ccccc1Nc1c(-c2ccc(Cl)s2)nc2c(C)cccn12,u
Cc1ccc(C)c(CN2C(=O)c3ccccc3S(=O)c3ccc(C(=O)NCc4ccccc4)cc32)c1 (centres undefined),0%
O=C(Nc1cccc(F)c1)c1oc2ccccc2c1NC(=O)C12CC3CC(CC(C3)C1)C2,-2%
CCN(C(=O)c1cn(CC)c(=O)c2cc(OC)c(OC)cc12)c1ccccc1F,0%
CCOc1ccc(N(C)S(=O)(=O)c2ccc3c(c2)C(C)(C)C(=O)N3C)cc1,-1%
CCc1ccccc1NC(=O)Cn1c(=O)n(-c2ccccc2)c(=O)c2oc3ccccc3c21,-3%
Cc1cccc(N(Cc2cc3ccccc3[nH]c2=O)C(=O)c2cccc(Cl)c2)c1,-2%
Cc1ccc(-n2c(=O)c3c4c(sc3n(CC(=O)Nc3ccccc3C)c2=O)CCCCC4)cc1C,-5%
Cc1cc(C)c(OCC(=O)N(Cc2ccc(N(C)C)cc2)Cc2ccco2)c(C)c1,-17%
Cc1ccc(C)c(OCCSc2nc3ccccc3n2CC(=O)N2CCOCC2)c1,-1%
Cc1ccc(N2CC(NC(=O)c3ccc(S(=O)(=O)N4CCCC4)cc3)CC2=O)cc1C (centres undefined),-4%
CCOC(=O)N1CCC(NC(=O)c2ccc3c(c2)N(Cc2ccccc2)C(=O)c2ccccc2S3(=O)=O)CC1,-8%
Cc1ccc(-c2nn(C)c(=O)c3ccccc23)cc1S(=O)(=O)NCCCN(C)C,-1%
Cc1cn2c(=O)cc(COC(=O)c3cccc(NC(=O)COc4ccc(Cl)cc4)c3)nc2s1,u
Cc1cccc(-c2noc(-c3ccc(NCC4CCCO4)c([N+](=O)[O-])c3)n2)c1 (centres undefined),u
O=C(Cn1cnc2c(oc3ccccc32)c1=O)Nc1ccccc1C(F)(F)F,-18%
Cc1ccc(Nc2c(-c3ccc(C)s3)nc3ncccn23)cc1,-20%
CCc1ccc(NC(=O)CSc2cn(CC(=O)N3CCOCC3)c3ccccc23)cc1,-14%
Cc1ccc2oc(=O)c3cc(C(=O)Nc4cccc(C#N)c4)sc3c2c1,0%
Cn1c(=O)c2c(ncn2CC(=O)Nc2cc(Cl)cc(Cl)c2)n(C)c1=O,-10%
CCCCn1cnc2cc(NCc3ccc(OCC)cc3)ccc21,u
CCCCn1cnc2cc(NC(=O)c3cc(OC)c(OC)c(OC)c3)ccc21,-18%
Cc1cc(NC(=O)c2cccc(Cl)c2)ccc1-c1cc2ccccc2oc1=O,u
Cc1ccsc1CN(C(=O)c1ccc(Br)cc1)C1CCS(=O)(=O)C1 (centres undefined),4%
CCOC(=O)c1cccc(NC(=O)C2CCN(S(=O)(=O)c3ccc4c(c3)oc(=O)n4C)CC2)c1,1%
CCCc1cc(=O)n2[nH]c(-c3ccc(C)cc3)nc2n1,u
COCCn1c(C)cc(O)c(C(c2ccccc2)N2CCC(C)CC2)c1=O (centres undefined),-3%
COC(=O)c1sccc1S(=O)(=O)N(CC(=O)NCc1ccc(F)cc1)c1ccccc1,6%
COc1cccc(Nc2sc(C(=O)c3ccc(Cl)cc3)c(N)c2C(=O)NCc2ccc(C)cc2)c1,2%
COc1cc(CNCCSc2nnnn2C)ccc1OCc1c(F)cccc1Cl,4%
COc1cccc(CNC(=O)CSc2nnc(C)c3c(C)n(-c4ccccc4)nc23)c1,-13%
CCc1cccc(CC)c1NC(=O)C(Cc1ccccc1)NS(=O)(=O)c1cccc2nsnc12 (centres undefined),-10%
COc1cc(C2C(=O)N(C3CCCCC3)CC(=O)N2Cc2ccc(C)cc2)ccc1OC(C)C (centres undefined),-5%
COc1ccc(CNC(=O)Nc2cn(CC(C)C)c(=O)c3ccccc23)cc1,0%
CCOC(=O)c1ccc(NC(=O)C2CCCN(c3ncnc4onc(-c5ccc(F)cc5)c34)C2)cc1 (centres undefined),-1%
Cc1ccc(-n2nc3c(N4CCCC(C(=O)NCc5ccccc5C)C4)nnc(C)c3c2C)cc1 (centres undefined),4%
Cc1ccc(NC(=O)Cn2c(=O)n(CC(=O)NCCc3ccccc3)c(=O)c3ccccc32)cc1C,-7%
CCCNC(=O)C1CCN(S(=O)(=O)c2ccc3c(c2)CCCN3C(C)=O)CC1,1%
CCOc1ccccc1NC(=O)Cn1c(=O)n(Cc2ccc(C(=O)NCCCOC)cc2)c(=O)c2ccccc21,1%
CC(C)(C)C(=O)Nc1cccc(C(=O)OCc2cc(=O)n3nc(C4CCCCC4)sc3n2)c1,-2%
Cc1cccc(N2CCn3c2nc2c3c(=O)n(CCc3ccccc3)c(=O)n2C)c1,u
CC(C)c1cnc2c(c1SCC(=O)Nc1ccc(OC(F)(F)F)cc1)c(=O)n(C)c(=O)n2C,2%
# Carrying on:
SMILES,FLuc modulator
COc1cc(C2c3c(oc4ccc(F)cc4c3=O)C(=O)N2c2nc(C)c(C)s2)cc(OC)c1OC (centres undefined),4%
CCc1nc2nc(C)cc(Nc3ccc(Br)cc3F)n2n1,1%
COc1ccc(OC(=O)c2nc(SCc3ccccc3F)ncc2Cl)cc1,1%
Cc1ccc(CC(=O)N(Cc2nc(-c3ccc(C)cc3)no2)C(C)C)cc1,-9%
CC(=O)c1ccc(NC(=O)Cn2cc(S(=O)(=O)Cc3ccccc3Cl)c3ccccc32)cc1,-18%
CCC(=O)N1CCc2cc(Br)cc(S(=O)(=O)NCCc3ccc(C)cc3)c21,0%
O=[N+]([O-])c1ccc(C(c2sc3nc(-c4ccco4)nn3c2O)N2CCN(c3cccc(Cl)c3)CC2)cc1 (centres undefined),19µM*
COc1cccc(/C=C/c2nc(C#N)c(N3CCCCC3)o2)c1,-15%
Cc1cccn2c(=O)c3cc(C(=O)NCc4cccnc4)c(=N)n(CCCO)c3nc12,1%
CCOc1cccc(C(=O)Nc2ccc3oc(-c4ccc(C(C)(C)C)cc4)nc3c2)c1,-2%
Cc1ccc(Cl)cc1N1CCN(C(=O)c2cn(C)c3ccc(S(=O)(=O)N(C)C4CCCCC4)cc3c2=O)CC1,-3%
COc1ccc(-c2cc(C)no2)cc1S(=O)(=O)Nc1c(C)cc(C)cc1C,-1%

# The list goes on; it opens with the 3 that closed the last part.
SMILES,FLuc modulator
CCOc1cccc(C(=O)Nc2ccc3oc(-c4ccc(C(C)(C)C)cc4)nc3c2)c1,-2%
Cc1ccc(Cl)cc1N1CCN(C(=O)c2cn(C)c3ccc(S(=O)(=O)N(C)C4CCCCC4)cc3c2=O)CC1,-3%
COc1ccc(-c2cc(C)no2)cc1S(=O)(=O)Nc1c(C)cc(C)cc1C,-1%
Cc1ccc(C(=O)Nc2ccc(C(=O)O)cc2)cc1S(=O)(=O)N1CCC(C)CC1,u
CC(=O)NCCc1nc2ccccc2n1CCCCOc1ccc(Cl)cc1,4%
CCCCn1cc(S(=O)(=O)c2ccc(OCC)cc2)c(=O)c2cc(OC)c(OC)cc21,1%
O=C(Nc1ccc(O)c(-c2nc3ccccc3o2)c1)c1cccs1,0%
COc1ccc(-c2onc(C)c2C)cc1S(=O)(=O)N1CCN(c2ccc(Cl)cc2)CC1,-1%
COc1ccc(OC)c(C(=O)c2c(N)c(-c3nc(-c4ccc(C)c(C)c4)cs3)c3ccccn23)c1,4%
CN(C)CCNC(=O)C1CCN(Cc2cc3ccccc3n2Cc2ccccc2)CC1,0%
Cc1ccc(C(=O)NCC(=O)OCc2cc(=O)n3c(C)csc3n2)cc1,-12%
COc1cc(SC)ccc1C(=O)Nc1ccc(S(=O)(=O)Nc2nccc(C)n2)cc1,-4%
CCOC(=O)c1c(SCC(=O)Nc2cc(Cl)cc(Cl)c2)nc(=O)[nH]c1C,0%
N=c1n(CCO)c2ccccc2n1Cc1ccccc1F,0%
Cc1noc(-c2ccc(N3CCCCC3)c([N+](=O)[O-])c2)n1,5%
CCOc1ccc(NC(=O)c2c(NCc3cccnc3)sc3c2CCCC3)cc1,u
CCOc1ccc(NC(=O)c2ccc(-c3ccccc3)s2)cc1,-7%
Cc1c(Cl)cccc1NC(=O)c1ccc(C(=O)Nc2cccc(Cl)c2C)cc1,0%
CCOc1ccc(CNC(=O)c2ccc(CS(=O)c3ccccc3)o2)cc1 (centres undefined),-9%
COc1ccc(N2CCN(C(=O)CSc3n[nH]c(-c4ccccc4)n3)CC2)cc1,-12%
CC1CCN(S(=O)(=O)c2ccc3c(c2)c(=O)c(C(=O)N2CCN(c4cccc(Cl)c4)CC2)cn3C)CC1,-2%
CCOc1ccc(Br)cc1C1C(C(=O)Nc2ccccc2OC)=C(C)Nc2nnnn21 (centres undefined),1%
COc1ccc2oc(=O)c(-c3csc(/C(C#N)=C/c4ccc(F)cc4)n3)cc2c1,2%
COc1ccc(NC(=O)c2cc(S(=O)(=O)N3CCCCCC3)cn2C)c(OC)c1,3%
CC(=O)Nc1ccc(NC(=O)C(Cc2ccccc2)N2Cc3ccccc3C2=O)cc1 (centres undefined),-10%
CCOCCCN(C(=O)Nc1ccc(Cl)cc1)C1CCN(C(C)=O)CC1,-3%
Cc1cccc(N2CCN(c3c4c(nc5nncn35)CCC4)CC2)c1C,-1%

# Exported tab-delimited: entries from further up.
Molecule	FLuc modulator
CC(C)(C)C(=O)Nc1cccc(C(=O)OCc2cc(=O)n3nc(C4CCCCC4)sc3n2)c1	-2%
Cc1cc2c(cc1S(=O)(=O)CCC(=O)N1CCN(c3ccccc3)CC1)OCC(=O)N2	-12%

# More results:
SMILES,FLuc modulator
NC(=O)CSc1nnnn1-c1cccc(O)c1,-3%
CCCc1ccc(OC(=O)c2sc3ncn(Cc4cccc(F)c4)c(=O)c3c2C)cc1,-4%
Cc1ccc(CN2C(=O)C(O)(c3c(C)[nH]c4ccccc34)c3ccccc32)cc1 (centres undefined),-16%
CCOc1ccc(N(CC(=O)Nc2ccc(OC)cc2)S(=O)(=O)c2ccc(Cl)cc2)cc1,-1%
CCOc1ccc(NC(=O)c2oc3ccccc3c2NC(=O)Cc2ccc(OC)c(OC)c2)cc1,u
Cc1cc(C)c2c(NC(=O)c3ccccc3Cl)c(C(=O)Nc3ccc(C)c(C)c3)sc2n1,2%
C#CCOc1c(Br)cc(C2C(C(=O)OC)=C(C)NC3=C2C(=O)c2ccccc23)cc1OCC (centres undefined),-16%

# Screens deposited in PubChem by National Center for Advancing Translational Sciences (NCATS).
